M1 PAM parental: nonselective calcium activators in parental CHO-K1 cells, primary screen, counter-screen for M1 PAM project, cell-based, Fluo-8 calcium fluorescence, full deck, 1536-well | ATP EC20; 0% at ATP EC20, 100% at ATP max | activation, % at 3 µM | 360,000 tested, 0.02% active;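 active = activation above the run cutoff, the mean activation of all test compounds plus 3 SD, cut at about 40% in these data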;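 note: peak over basal fluorescence ratio in a 140 s read after ATP addition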
CHRM1 antagonist: human M1 muscarinic receptor antagonists, primary screen, CHO-K1 cells, Fluo-8 calcium fluorescence, 1536-well; Muscarinic acetylcholine receptor M1 (Homo sapiens), P11229; CHO-K1 hM1, ACh EC80 antagonist; inhibition, % at 3 µM; AID 588852, 2011; 360,000 tested, 1.3% active;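 active = percent inhibition above its own plate's cutoff, namely the mean of that plate's compound wells plus 3 SD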;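 note: peak over basal fluorescence ratio during 140 s after agonist addition; 0% = ACh EC80 plus DMSO and 100% = DMSO alone without agonist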
Target sequence (P11229 whole entry, looked up): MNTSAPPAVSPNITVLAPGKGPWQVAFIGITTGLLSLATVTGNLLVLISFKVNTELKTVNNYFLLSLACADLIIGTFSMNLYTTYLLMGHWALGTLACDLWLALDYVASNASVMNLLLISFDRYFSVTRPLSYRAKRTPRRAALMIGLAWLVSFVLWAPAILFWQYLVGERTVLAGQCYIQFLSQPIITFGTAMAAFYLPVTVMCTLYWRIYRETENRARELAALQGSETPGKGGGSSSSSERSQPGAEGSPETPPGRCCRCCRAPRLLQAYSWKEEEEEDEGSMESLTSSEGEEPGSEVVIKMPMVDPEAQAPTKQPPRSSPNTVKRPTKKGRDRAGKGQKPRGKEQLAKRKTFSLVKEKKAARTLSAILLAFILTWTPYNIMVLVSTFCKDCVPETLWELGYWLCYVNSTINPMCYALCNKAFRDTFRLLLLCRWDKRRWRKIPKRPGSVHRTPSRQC
M1 ag parental: counter-screen for M1 agonists: effect in parental CHO-K1 cells. Fluo-8 calcium fluorescence; scaled to maximal ATP response, vehicle zero. activation, % at 3 µM. 360,000 tested, 0.48% active. AID 602248, 2012; in the data active = activation above about 15%;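 note: untransfected CHO-K1 host cells lacking M1 receptor as counterscreen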
TAAR1 antag: human TAAR1 antagonists, primary screen, Fluo-8 calcium fluorescence, CHO RD-HGA16 cells. Trace amine-associated receptor 1 (Homo sapiens), Q96RJ0. antagonist. inhibition, % at 3 µM. 360,000 tested, 1.5% active;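 active = inhibition above a per-plate cutoff, the mean inhibition of test compounds on that plate plus 3 SD, cut at about 49% in these data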;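 note: 0% = DMSO plus EC80 beta-PEA response and 100% = DMSO alone without agonist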
Target sequence (Q96RJ0 whole entry, looked up): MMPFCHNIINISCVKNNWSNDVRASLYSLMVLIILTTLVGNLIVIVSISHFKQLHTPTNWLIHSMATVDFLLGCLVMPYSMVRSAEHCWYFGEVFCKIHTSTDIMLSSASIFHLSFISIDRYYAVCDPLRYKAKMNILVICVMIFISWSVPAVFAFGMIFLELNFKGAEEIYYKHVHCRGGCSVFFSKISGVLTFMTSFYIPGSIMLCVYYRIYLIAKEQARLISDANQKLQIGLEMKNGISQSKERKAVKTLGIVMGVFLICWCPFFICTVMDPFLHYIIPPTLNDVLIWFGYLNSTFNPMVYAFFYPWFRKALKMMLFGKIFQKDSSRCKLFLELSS
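test system = CHO RD-HGA16 cells bearing hTAAR1 | replication = singlicate | controls = DMSO-only wells and EC80 β-PEA-stimulated wells | reagent = EC80 β-phenethylamine stimulus | read-out basis = percent inhibition of PEA-evoked calcium signal, max/basal emission ratio | schedule = seeding 17-24 h prior, 75-min 37 °C, 30-min RT dye loading | signal = kinetic Fluo-8 calcium fluorescence measurement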
OXTR potentiator: human OXTR potentiators, primary screen, fluorescence, CHO-OTR cells, Fluo-8 calcium; Oxytocin receptor (Homo sapiens), P30559; Fluo-8 calcium fluorescence, potentiator mode; 0% = oxytocin EC15, 100% = EC100; activation, % at 3 µM; 320,000 tested, 0.061% active; AID 2445, 2010;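 active = activation above that plate's cutoff, the mean activation of tested compounds plus 3 SD, cut at about 6.6% in these data, passing the limit was not always enough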;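 note: 100% uses oxytocin at 75 nM as the full agonist control; some results filed as inactive read as strong as hits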
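assay system = CHO-OTR cells, human receptor | schedule = compound 6 min at room temperature before oxytocin, 100 s read | detection = Fluo-8 intracellular calcium fluorescence, ex 470-495, em 515-575 nm | evaluation = normalized max/min fluorescence ratio, % activation | control set = EC15 oxytocin alone as 0%, 75 nM oxytocin (EC100) as 100%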
TAAR1 ag: human TAAR1 agonists, primary screen, Fluo-8 calcium fluorescence, CHO RD-HGA16 cells | 360,000 tested, 0.99% active | activation, % at 3 µM | vehicle wells 0%, saturating PEA agonist 100% | Trace amine-associated receptor 1 (Homo sapiens), Q96RJ0;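 active = activation above the mean activation of all test compounds in the run plus 3 SD, cut at about 38% in these data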
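Benchmarks: low control DMSO, high control PEA (EC100); System: CHO RD-HGA16 cells carrying human TAAR1 plus Gα16; Detection: Fluo-8 fluorescence, 5 s baseline then 140 s kinetic read; Schedule: 17-24 h plating, Fluo-8 75 min 37 °C, 30 min RT; Read-out basis: % activation from peak over basal fluorescence ratio, DMSO-to-PEA scaled.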
CHO-K1 Ca antag: counter-screen for M1 antagonists: effect in parental CHO-K1 cells; ATP-induced calcium, Fluo-8 fluorescence; inhibition, % at 3 µM; 360,000 tested, 0.6% active; AID 602250;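 active = inhibition above a per-plate cutoff, the plate's mean sample inhibition plus 3 SD, cut at about 24% in these data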;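 note: 0% = DMSO plus EC80 ATP and 100% = DMSO alone without ATP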
CHO parental Ca: ATP-evoked calcium signal inhibitors, parental CHO, primary screen, counter-screen for OX1R antagonist project, cell-based, fluorescence, Fluo-8 calcium dye; 330,000 tested, 0.63% active; parental CHO-K1, ATP-induced calcium, Fluo-8 fluorescence; inhibition, % at 5.6 µM;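 active = inhibition above that plate's mean sample inhibition plus 3 SD, cut at about 26% in these data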;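 note: 0% = ATP-challenged DMSO wells and 100% = DMSO wells without ATP; some compounds past the cut are filed as inactive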
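Test system: parental CHO cells; detection: calcium-sensitive Fluo-8 fluorescence; evaluation: percent inhibition of calcium signal; also added: ATP as calcium-mobilizing challenge; repeats: one well per compound; control set: ATP-challenged DMSO wells low, unchallenged DMSO wells high; compound: single nominal dose of 5.6 µM per compound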
M1 ag: human M1 muscarinic receptor agonists, primary screen, Fluo-8 calcium fluorescence, CHO-K1 cells, HTS; Muscarinic acetylcholine receptor M1 (Homo sapiens), P11229; AID 588814, 2011; CHO-K1 hM1, agonist mode; 0% DMSO, 100% acetylcholine EC100; activation, % at 3 µM; 360,000 tested, 0.33% active;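 active = activation above the run's mean compound activation plus 3 SD, cut at about 16% in these data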;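 note: peak over basal fluorescence ratio within a 140 s kinetic read after compound addition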
The depositor's hits bear a star; · = no result given.

[1] CN1C(=O)S/C(=C\c2ccc(-n3cncn3)cc2)C1=O
[2] CC(=O)/C(=N/Nc1ccccc1)N1CCOCC1
[3] COc1ccc(-c2csc3ncnc(N4CCN(c5ccccc5)CC4)c23)cc1
[4] Cc1cccc(C(=O)NCCc2n[nH]c(=S)n2C)c1
[5] C=CCNC(=O)C(=O)Nc1ccc2c(c1)N(S(=O)(=O)c1cccs1)CCC2
[6] CCCCCCc1nc2ccccc2c(=O)n1NC(=O)c1c(O)c2c(n(CC(C)C)c1=O)CCCC2
[7] Cc1nc(N2CCOCC2)nc(N2CCCCC2C)c1[N+](=O)[O-] (stereo not given)
[8] COc1ccc(C2SCCN2C(=O)c2ccc([N+](=O)[O-])cc2)cc1 (stereo not given)
Assay by compound	1	2	3	4	5	6	7	8
M1 PAM parental	0	1	7	21	-11	17	-18	-13
CHRM1 antagonist	3	-1	-16	-3	4	-15	-2	6
M1 ag parental	-0.5	0.0	7.3	0.3	0.2	1.2	-0.4	-0.1
TAAR1 antag	8	-4	-11	8	-14	-8	-22	4
OXTR potentiator	3	-3	-9	1	2	4	-2	-12
TAAR1 ag	2	5	1	-1	4	3	4	-1
CHO-K1 Ca antag	15	-1	-5	-5	9	-14	15	-3
CHO parental Ca	-9	-10	-2	3	-10	-31	-19	8
M1 ag	-1	-5	-2	-4	-4	-2	-4	-7

[9] COCCCNC(=O)C1CCN(S(=O)(=O)N(CC(C)C)CC(C)C)CC1
[10] CC(=O)c1ccc(N2CCN(C(=O)c3ccco3)C(C)C2)c(F)c1 (stereo not given)
[11] COc1cccc(/C=C(/C#N)c2ccc(Cl)cc2)c1OCc1cccc(C(=O)O)c1
[12] Cn1c(=O)n(C)c2cc(/C=N/NC(=O)c3ccc(Cl)cc3Cl)ccc21
[13] Cn1cccc1/C=C1\SC(=O)N(c2ccc(O)cc2)C1=O
[14] COc1ccc(NC(=O)C2Cc3c(-c4ccco4)ccnc3O2)cc1OC (stereo not given)
[15] O=C(CCN1C(=O)/C(=C\c2ccccc2Cl)SC1=S)Nc1cccnc1
[16] CCOC(=O)c1c(C)[nH]c(NC(=O)N2CCOCC2)c1C
Assay by compound	9	10	11	12	13	14	15	16
M1 PAM parental	-3	16	5	7	16	18	18	-4
CHRM1 antagonist	8	-4	-14	-11	10	7	1	-5
M1 ag parental	0.2	2.0	-0.1	1.1	8.6	13	8.5	-0.1
TAAR1 antag	-5	13	-1	-3	17	0	50*	-14
OXTR potentiator	1	-4	-12	-8	-18	·	-9	1
TAAR1 ag	5	3	1	2	2	9	12	0
CHO-K1 Ca antag	-10	0	-10	6	-7	-16	-14	-9
CHO parental Ca	-16	1	-7	-15	-5	·	-7	-9
M1 ag	-4	-1	-5	-2	-2	4	0	-6

[17] Cc1cc(C)nc(NC(=O)c2ccc(C)c(C)c2)n1
[18] CC(C)(C)n1nnc(CCc2nnn(C(C)(C)C)n2)n1
[19] CN(C(=O)COC(=O)c1ccc2ccccc2n1)C1CCS(=O)(=O)C1 (stereo not given)
[20] Cc1ccc(C)c(NC(=O)CN2C(=O)CNC2=O)c1
[21] CC(C)N(c1ccccc1)c1ncnc(NCCC(=O)O)c1[N+](=O)[O-]
[22] Cc1ccccc1OCC(=O)Nc1ccc(S(=O)(=O)N2CCCC2)cc1
[23] COc1cc(C(=O)OCc2cc(=O)c(O)co2)ccc1OC(F)F
[24] NNC(=O)C1SCCN1S(=O)(=O)c1ccc(Cl)cc1 (stereo not given)
Assay by compound	17	18	19	20	21	22	23	24
M1 PAM parental	11	-2	-8	19	16	8	7	28
CHRM1 antagonist	-11	-10	-6	-10	-5	7	-14	-10
M1 ag parental	0.4	0.1	0.0	0.4	-0.1	2.0	1.6	2.1
TAAR1 antag	-5	-1	-1	1	-8	9	-24	-2
OXTR potentiator	-16	-2	-5	-13	-12	-10	-4	-14
TAAR1 ag	-1	3	0	2	9	1	5	3
CHO-K1 Ca antag	-12	-2	5	-8	-13	-5	-17	-14
CHO parental Ca	-4	-10	-4	3	1	-4	-7	-15
M1 ag	-1	-1	-10	-5	-4	-4	-4	0

Down the list, from the results shown.
Entries 17 to 24 in M1 PAM parental read 11, -2, -8, 19, 16, 8, 7, 28
Entries 17 to 24 in CHRM1 antagonist read -11, -10, -6, -10, -5, 7, -14, -10
Entries 17 to 24 in CHO-K1 Ca antag read -12, -2, 5, -8, -13, -5, -17, -14

Going on with the list.
[25] O=C(CN(C(=O)CNC(=O)c1ccco1)c1ccc2c(c1)OCCO2)NC1CCCCC1
[26] CC(C)CCC(C)NC(=O)C1CCN(S(=O)(=O)/C=C/c2ccccc2)CC1 (stereo not given)
[27] Cc1cc(C)cc(OCC(=O)Nc2nonc2NC(=O)COc2cc(C)cc(C)c2)c1
[28] COc1cc(NC(=O)c2cc(S(=O)(=O)N3CCCCC3)ccc2N2CCOCC2)cc(OC)c1
[29] CCN1CCN(CC(=O)NC2CCCC2)C(=O)C1=O
[30] CCOc1ccc2[nH]c3c(N4CCc5ccccc5C4)ncnc3c2c1
[31] CCC(C)n1c(=O)c2sccc2n2c(CCCC(=O)N3CCC(C(N)=O)CC3)nnc12 (stereo not given)
[32] CC(=O)c1sc(NC(=O)c2ccc(F)cc2)nc1-c1ccccc1
Assay by compound	25	26	27	28	29	30	31	32
M1 PAM parental	18	-22	11	4	14	7	16	10
CHRM1 antagonist	-19	-7	-3	-11	-1	-12	-11	-12
M1 ag parental	0.1	0.9	0.5	-0.6	0.3	2.2	0.9	0.3
TAAR1 antag	14	-5	7	-25	-17	-8	0	-1
OXTR potentiator	-10	-7	-16	-2	2	-7	-5	-10
TAAR1 ag	1	-1	1	0	1	1	1	6
CHO-K1 Ca antag	-4	-6	7	-4	-2	-5	-20	-12
CHO parental Ca	-11	-17	-8	-9	-2	-16	-8	-12
M1 ag	-5	0	-5	-7	-5	0	-4	-5

[33] Cc1ccn2c(Cc3ccccc3)c(-c3ccc(F)cc3)nc2c1
[34] CCCCOc1ccc(CSC(CC(=O)O)C(=O)O)cc1 (stereo not given)
[35] Cc1nn(-c2nnc(C)c(=O)[nH]2)c(C)c1SCC(=O)Nc1ccc(C(C)C)cc1
[36] O=C(O)c1ccccc1C(=O)OCCc1cc2ccccc2c(=O)o1
[37] CC1=NN(c2ccccc2)C(=O)/C1=C\c1cc(C)n(C)c1C
[38] COc1cc(C2=NOC(C(=O)Nc3ccc(C)cc3)C2)cc(OC)c1OC (stereo not given)
[39] CCc1ccc(N2CN(Cc3cccnc3)CNC2=S)cc1
[40] CN(C)S(=O)(=O)c1cccc(-c2nn(-c3ccccc3)cc2/C=C(\C#N)c2nc3ccccc3[nH]2)c1
Assay by compound	33	34	35	36	37	38	39	40
M1 PAM parental	15	7	21	-15	-14	13	9	-11
CHRM1 antagonist	-5	3	-10	4	-10	0	-16	-2
M1 ag parental	-0.2	0.3	0.2	-0.2	-0.2	2.1	-0.3	0.1
TAAR1 antag	32	0	-3	-24	3	9	-25	40
OXTR potentiator	·	6	-6	-1	-4	-6	-7	-9
TAAR1 ag	4	3	-3	5	-1	1	2	7
CHO-K1 Ca antag	-4	5	-14	7	-6	-2	-6	24*
CHO parental Ca	·	4	-2	-7	-15	-16	-12	-10
M1 ag	-9	-3	-2	-3	-5	-4	-3	-4

Some of these compounds in order of their number in TAAR1 ag, falling.
no. | smiles | TAAR1 ag
36 | O=C(O)c1ccccc1C(=O)OCCc1cc2ccccc2c(=O)o1 | 5
39 | CCc1ccc(N2CN(Cc3cccnc3)CNC2=S)cc1 | 2
37 | CC1=NN(c2ccccc2)C(=O)/C1=C\c1cc(C)n(C)c1C | -1

New compounds follow
[41] Cc1ccc(NC(=O)[C@@H]2CCCN2S(=O)(=O)c2ccccc2F)cc1S(=O)(=O)N1CCOCC1
[42] NC(=O)c1nn(CC(=O)Nc2cccc(S(=O)(=O)N3CCCC3)c2)c(=O)c2ccccc12
[43] O=C1/C(=C\c2cccc(O)c2O)SC(=S)N1Cc1ccccc1
[44] Cc1ccc(C)c(S(=O)(=O)Nc2ccc(O)c(C(=O)O)c2)c1
[45] CCOc1ccc(C2CC(c3cccc(OC)c3)n3nc(N)nc3N2)cc1 (stereo not given)
[46] COc1ccc(S(=O)(=O)N(C)CC(=O)N2CCN(Cc3ccccc3)CC2)cc1C
[47] COC(=O)c1ccccc1NC(=O)Nc1ccc(C(=O)N2CCCC2)cc1
[48] O=S(=O)(NCc1cccs1)c1cccc(S(=O)(=O)N2CCCCC2)c1
Assay by compound	41	42	43	44	45	46	47	48
M1 PAM parental	-1	1	-1	2	20	2	13	17
CHRM1 antagonist	-2	4	-14	3	-14	-4	-2	-20
M1 ag parental	0.1	-0.1	0.0	0.1	0.5	4.6	1.0	1.6
TAAR1 antag	-2	-6	-17	9	-3	-3	-8	8
OXTR potentiator	-3	-6	-3	8	5	-7	-2	-18
TAAR1 ag	3	10	50*	10	1	5	2	11
CHO-K1 Ca antag	-4	-5	4	1	3	-18	-6	-13
CHO parental Ca	-3	-6	2	-15	-4	-21	0	-17
M1 ag	-5	-8	1	-9	-2	-2	4	0

TAAR1 ag: entries above that show a hit.
nr	canonical_smiles	CHRM1 antagonist	TAAR1 ag
43	O=C1/C(=C\c2cccc(O)c2O)SC(=S)N1Cc1ccccc1	-14	50*

Other structures follow.
[49] O=C(CNC(=O)c1ccccc1F)OCc1nc2ccccc2s1
[50] COc1ccccc1N1CCN(C(=O)c2ccccc2SCC(=O)NCc2ccco2)CC1
[51] O=C(c1cnc(Cc2c[nH]c3ccccc23)c(I)c1)N1CCN(Cc2ccccc2)CC1
[52] O=C(CCN1C(=O)S/C(=C/c2ccc(F)cc2)C1=O)Nc1ccc(O)c(C(=O)O)c1
Assay by compound	49	50	51	52
M1 PAM parental	11	12	1	-10
CHRM1 antagonist	-2	-5	11	1
M1 ag parental	0.4	2.5	1.5	0.8
TAAR1 antag	-25	13	28	-6
OXTR potentiator	-10	·	·	-4
TAAR1 ag	0	4	4	0
CHO-K1 Ca antag	-10	-11	5	-7
CHO parental Ca	2	·	·	-5
M1 ag	-3	-2	-1	-1

Hits appear at their usual frequency; any-hit rate near 4.2%.
